# High-throughput results from PubChem.
# SIRT5 block – inhibitors of human sirtuin-5 desuccinylase. AID 652115. inhibition, % at 15 µM. Purified SirT5, succinyl-peptide AMC, trypsin-coupled fluorescence. Q9NXA8. 330,000 tested, 1.1% active; in the data active = inhibition above about 15%
# Target sequence (Q9NXA8 whole entry, looked up): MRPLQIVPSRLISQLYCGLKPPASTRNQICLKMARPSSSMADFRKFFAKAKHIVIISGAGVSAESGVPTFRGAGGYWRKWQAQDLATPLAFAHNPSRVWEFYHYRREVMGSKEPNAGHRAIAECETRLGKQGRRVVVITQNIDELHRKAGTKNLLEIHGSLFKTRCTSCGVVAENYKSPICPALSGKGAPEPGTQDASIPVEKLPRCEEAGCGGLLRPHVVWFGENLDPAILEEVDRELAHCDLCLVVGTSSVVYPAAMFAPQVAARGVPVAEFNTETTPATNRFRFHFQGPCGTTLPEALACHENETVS
# esBAF inh – blocks esBAF chromatin remodeling in mouse ES cells | Bmi1-luciferase knock-in reporter, 24 h; 100% = twice the neutral-well signal | reporter increase, % at 12.5 µM | AID 602393 | 350,000 tested, 2% active; in the data active = activation above about 40%;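 note: 0% = median of the plate's neutral control wells and 100% = double that signal; a rise in the Bmi1 reporter signal indicates esBAF inhibition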
# C2C12 statin – protects C2C12 myotubes from simvastatin toxicity; ATP luminescence, 48 h; scaled: DMSO 0, geranylgeraniol control 100; rescue of ATP level, % at 7.49 µM; 330,000 tested, 0.78% active;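 active = mean ATP rescue above about 67%, or every replicate alone reaching that limit, limit read from the data, passing the limit was not always enough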;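 note: myotubes were challenged with 10 µM simvastatin during compound exposure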
# LGR2 inh – blocks bursicon-induced cAMP signaling via Drosophila LGR2 | 380,000 tested, 0.35% active | HEK293 LGR2, CRE-luciferase, bursicon-stimulated, 4 h | inhibition, % at 9.99 µM | AID 720647;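 active = drop in luminescence signal, shown as inhibition above about 50% in the replicate tests, limit read from the data, passing the limit was not always enough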;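 note: agonist challenge used bursicon conditioned medium at about half maximal strength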
# CASP6 VEID inh – blocks human caspase-6 cleavage activity | P55212 | purified caspase-6, Z-VEID-R110 cleavage fluorescence | inhibition, % at 12.5 µM | 350,000 tested, 0.53% active | AID 686996;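 active = mean inhibition across replicates at least about 35%, with every replicate also reaching that limit, limit read from the data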;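 note: 0% = median of neutral control wells and 100% = no fluorescence left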
# Target sequence (P55212 24-179 limits assumed): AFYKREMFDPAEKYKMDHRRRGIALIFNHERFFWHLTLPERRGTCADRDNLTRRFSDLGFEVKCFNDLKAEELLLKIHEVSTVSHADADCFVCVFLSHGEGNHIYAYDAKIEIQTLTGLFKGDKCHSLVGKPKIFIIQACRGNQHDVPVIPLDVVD
# Target sequence (P55212 194-293 limits assumed): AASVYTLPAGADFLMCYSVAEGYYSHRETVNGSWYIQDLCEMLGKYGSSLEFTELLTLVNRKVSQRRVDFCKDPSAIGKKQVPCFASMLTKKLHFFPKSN
# FN deposition inh – fibronectin deposition inhibition. AH1F fibroblasts, Alexa488-fibronectin deposition fluorescence, overnight. inhibition, % at 12.6 µM. 350,000 tested, 0.086% active. AID 743247;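 active = mean inhibition across replicates of 30% or more, regardless of how many single replicates reach that level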;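 note: positive control wells lacked labelled fibronectin entirely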
#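 Material – AH1F fibroblast monolayer, labelled fibronectin deposition · Reagent – labelled fibronectin 24 nM · Timing – 1 h adhesion, overnight exposure · Measured by – fluorescence at 485 nm excitation, 525 nm emission · Read-out – inhibition of fibronectin deposition signal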
# S100A4 inh HTS – blocks human S100A4 binding to myosin IIA peptide; P26447; S100A4/TAMRA-MyoIIA peptide fluorescence polarization; inhibition, % at 10.7 µM; 360,000 tested, 0.14% active;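 active = mean inhibition of at least 70% across replicates, with every replicate also reaching that level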
# Target sequence (P26447 whole entry, looked up): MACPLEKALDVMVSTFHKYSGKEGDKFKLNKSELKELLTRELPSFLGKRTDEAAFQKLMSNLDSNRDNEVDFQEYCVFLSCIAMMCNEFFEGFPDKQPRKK
#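 Test system: S100A4 monomer protein. Medium: HEPES buffer with Ca2+, pH 7.2. Reagent: fluorescent myosin IIA peptide, 5 nM. Compound dosing: single-point compound testing. Timing: 5 min between mix addition and reading. Benchmarks: DMSO neutral and TFP positive wells.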
# * marks the source's active call; other numbers are inactive results; . = no result given; & = joins results of further samples. Not all compounds are listed (hit frequency here may not be typical).
SMILES,SIRT5 block,esBAF inh,C2C12 statin,LGR2 inh,CASP6 VEID inh,FN deposition inh,S100A4 inh HTS
CC(C)NC(=O)Nc1ccc2c(c1)C(=O)N([C@@H](C)CO)C[C@@H](C)[C@H](CN(C)CC1CCCCC1)OCCCC[C@H](C)O2,4,-6,.,7,-2,8,0
CCOC(=O)N1CCC(NC(=O)c2cc(-c3ccc(F)cc3)[nH]c2C)CC1,.,13,-23,.,.,0,.
Cc1ccccc1S(=O)(=O)N1CCCCN2[C@H](C1)[C@@H](c1ccc(-c3cccnc3)cc1)[C@@H]2CO,5,-7,-8,8,1,.,9
CCOC(=O)C1CCCN(C(=O)c2cccs2)CC1 (stereo not given),-1,-5,-5,-9,-1,-1,-20
O=C(Cn1cnc2c(nnn2Cc2ccccc2)c1=O)NCc1ccccc1Cl,-6,.,.,11,-3,-2,-6
COc1ccc(N2C(=O)C(CC(=O)Nc3ccccc3)N(CCc3ccc(OC)c(OC)c3)C2=O)cc1 (stereo not given),-2,-8,8,.,-2,8,-5
Nc1nc(SCc2ccc(Cl)cc2Cl)n[nH]1,.,20,2,-19,.,.,.
CCN(Cc1ccccc1)S(=O)(=O)c1ccc2c(c1)NC(=O)CC(=O)N2,-1,.,.,-29,.,1,1
O=C(CCCn1c(=S)[nH]c2cc3c(cc2c1=O)OCO3)NCCc1ccccc1Cl,-2,2,14,-11,-2,4,-2
O=C(NCCS(=O)(=O)N1CCN(c2ccccc2)CC1)C1CC1,-9,-6,-1,11,-3,-5,9
CC1(C)CC(=O)N(CC(=O)O)c2ccccc2S1(=O)=O,.,0,-4,10,-3,-10,-3
O=C(COC(=O)Cn1cnc2ccccc2c1=O)Nc1ccc(Cl)c(C(F)(F)F)c1,-6,.,.,2,0,0,-5
CC(=O)N(C)C[C@H]1Oc2cc(C#C[C@H](C)O)ccc2S(=O)(=O)N([C@@H](C)CO)C[C@@H]1C,-3,-3,14,1,-3,.,-1
Cc1ccc(S(=O)(=O)NCCC(=O)Nc2ccc(C)c(Cl)c2)cc1C,1,6,2,12,-1,-4,-5
COc1ccc(OC)c2c1sc(=NC(=O)C1CC1)n2C,-4,-2,26,0,0,-6,0
C[C@@H]1CN([C@@H](C)CO)C(=O)Cc2cc(NS(=O)(=O)c3ccccc3)ccc2O[C@@H]1CN(C)S(=O)(=O)c1ccc(F)cc1,.,8,13,-9,.,.,.
O=c1c2ccccc2oc2ccc(Oc3ccccc3)cc12,-2,31,-23,-41,2,-6,-10
Cc1nnc(SCC(=O)Nc2nccs2)[nH]c1=O,.,-8,0,21,.,.,.
CCCc1nnc(NC(=O)COC(=O)c2cc(C)nc3ccccc23)s1,-4,-1,-16,3,1,.,-3
O=C(O)CCC(=O)NNc1nc2ccccc2nc1-c1ccccc1,-1,.,.,5,3,.,-3
COc1ccccc1CN1CC2(C1)[C@H](c1ccccc1)[C@H](CO)N2Cc1ccccc1,-1,.,.,21,0,.,17
CCC(C)Sc1nc2c(cnn2-c2ccc(F)cc2)c(=O)[nH]1 (stereo not given),0,-13,3,-6,0,-2,-3
C#CCOCCOCCOCCNc1nc(N2CCN(C(=O)[C@H](CCCCN)n3cc([C@@H](N)CO)nn3)CC2)nc(N2CCN(C(=O)[C@H](Cc3ccc(O)cc3)n3cc([C@@H](N)CC(C)C)nn3)CC2)n1,.,2,6,-4,-256,13,0
Cc1ccc(S(=O)(=O)N(C)C[C@H]2Oc3ccc(NC(=O)Nc4cccc5ccccc45)cc3C(=O)N([C@@H](C)CO)C[C@H]2C)cc1,.,6,40,-9,.,.,.
CC(C)CC#Cc1ccc2c(c1)O[C@H](CN(C)C(=O)C1CCCCC1)[C@H](C)CN([C@H](C)CO)S2(=O)=O,3,-13,-32,19,2,-11,2
O=C(Nc1ccc(NC(=O)C2CC2)nc1)c1ccccc1F,2,.,.,-24,-4,4,0
O=C(C[C@@H]1C[C@H]2c3cc(NS(=O)(=O)c4ccccc4)ccc3O[C@H]2[C@H](CO)O1)NC1CCCC1,-3,14,10,-18,2,4,-4
Cc1c(C=O)c2ccccc2n1CC(=O)NC(C)c1ccccc1 (stereo not given),1,-4,6,13,-2,-4,7
COc1ccc(S(=O)(=O)Nc2ccc3c(c2)C(=O)N([C@@H](C)CO)C[C@@H](C)[C@H](CN(C)S(=O)(=O)c2cn(C)cn2)OCCCC[C@H](C)O3)cc1,-4,2,.,-10,-4,.,-8
CC(NC(=O)/C=C/c1cnc2ccccc2n1)C12CC3CC(CC(C3)C1)C2 (stereo not given),0,.,.,15,-1,3,-4
C[C@@H]1CCCCO[C@H](CN(C)Cc2ccccc2)[C@H](C)CN([C@@H](C)CO)C(=O)c2cc(NC(=O)c3ccccc3)ccc2O1,.,4,.,-13,.,6,.
COC(=O)[C@H]1[C@H](CO)[C@H]2Cn3c(ccc(-c4ccccc4)c3=O)[C@H]2N1Cc1cccc(F)c1,-5,6,57,11,8,.,-24
CN(C)c1ccc(/C=N/Nc2nncc3ccccc23)cc1,1,5,-9,-13,-3,-1,-1
C[C@@H]1CN([C@@H](C)CO)C(=O)c2cc(C#CCN(C)C)cnc2O[C@H]1CN(C)C(=O)c1cccc(F)c1,-4,-3,0,-12,-1,-13,-4
O=C(Cn1cnc2c(cnn2-c2ccccc2)c1=O)Nc1cc(S(=O)(=O)N2CCOCC2)ccc1Cl,.,20,2,-4,.,-4,.
COc1ccc(OCc2nn3c(-c4ccco4)nnc3s2)cc1,.,-2,62,18,.,.,.
Cc1csc(=Nc2ccccc2)n1CCO,0,.,.,2,2,1,-1
CCCCOCCCNC(=O)C[C@@H]1C[C@@]2(C(=O)OCC)CCC=C2N(CCC2=CCCCC2)C1=O,.,.,.,.,0,-16,-5
O=C(C[C@H]1C[C@H]2c3cc(NC(=O)c4cccnc4)ccc3O[C@H]2[C@@H](CO)O1)NC1CCCC1,-3,.,.,-1,2,-7,6
COc1cc(Br)cc(C(=O)N2CCc3ccccc32)c1OC,-1,2,23,19,0,4,-11
COc1ccc(N2C(=O)/C(=C/N(C)C)NC2=S)cc1,1,-2,-22,-7,3,4,-18
O=C(NCC1CCCCC1)C1CCCN(C(=O)NC2CCCCC2)C1 (stereo not given),.,0,-2,.,.,1,.
CO[C@@H]1CN(C)C(=O)c2ccc(NC(=O)Nc3c(C)noc3C)cc2OC[C@@H](C)NC[C@H]1C,-3,-3,0,-4,.,-17,-1
C[C@@H](NC(=O)c1nc[nH]c1C(=O)NCC(=O)OC(C)(C)C)c1ccccc1,-2,5,9,.,-1,0,-3
CCOC(=O)C1(CCCc2ccccc2)CCN(C(=O)c2cncs2)CC1,-1,2,-4,11,4,.,0
Cc1c(NC(=O)Cc2cccs2)cccc1[N+](=O)[O-],-7,.,.,9,35,.,3
O=C(NCc1cccc(Cl)c1)c1ccc(N2CC3CC(C2)c2cccc(=O)n2C3)c(NC(=O)c2cccnc2)c1 (stereo not given),3,4,3,10,-1,6,1
CCC1Oc2ccc(Cl)cc2N(CC(=O)O)C1=O (stereo not given),-4,.,.,13,2,.,-5
C[C@H]1CN([C@@H](C)CO)C(=O)c2cc(NC(=O)Cc3cn(C)c4ccccc34)ccc2O[C@H]1CN(C)C(=O)Nc1cccc2ccccc12,6,6,-13,5,0,.,-4
CO[C@H]1CN(C)C(=O)c2ccc(NS(=O)(=O)c3ccccc3Cl)cc2OC[C@@H](C)NC[C@@H]1C,-2,0,-5,13,-1,8,4
C[C@@H]1CN([C@H](C)CO)C(=O)c2cc(C#Cc3ccccn3)cnc2O[C@H]1CN(C)C(=O)CCN1CCCCC1,2,0,1,-16,4,-3,-2
COc1ccc(C2CC(=O)NC(=O)C2)cc1,-1,-5,-9,-13,-1,-5,-7
CCCNC(=O)C[C@@H]1CC[C@@H]2[C@H](COc3ccc(NC(=O)NC(C)C)cc3C(=O)N2C)O1,1,-6,-7,3,0,-11,0
CCc1cccc(CC)c1NC(=O)COc1ccccc1C(=O)c1cc(C#N)c(=O)n(C2CCCCC2)c1,-1,.,.,-18,3,2,0
Cc1ccc(S(=O)(=O)N(C)C)cc1NC(=O)COC(=O)COc1ccccc1[N+](=O)[O-],.,.,.,27,1,.,-4
C[C@H]1CN([C@@H](C)CO)C(=O)CCCn2cc(nn2)CO[C@@H]1CN(C)C(=O)c1ccc2ccn(C)c2c1,-2&-2,-3,0,0&-11,-4&-1,-6&-6,0&3
COc1ccccc1C(=O)COC(=O)Cc1c[nH]c2ccccc12,-6,4,24,-5,-26,2,1
OC1COCOC1C(O)C1OCOCC1O (stereo not given),0,1,-2,3,-3,-3,-3
CCOc1ccc(CNC(=O)CCC(=O)n2nc(C)c3ccccc32)cc1,7,-5,13,3,3,-12,-4
Cc1ccc2[nH]c(=O)c(N3CCOCC3)c(-c3ccccc3)c2c1,.,-1,27,-2,.,3,.

# Compound profiles (already shown). Order of screens: SIRT5 block	esBAF inh	C2C12 statin	LGR2 inh	CASP6 VEID inh	FN deposition inh	S100A4 inh HTS
# `C[C@@H]1CN([C@H](C)CO)C(=O)c2cc(C#Cc3ccccn3)cnc2O[C@H]1CN(C)C(=O)CCN1CCCCC1` is listed as 2	0	1	-16	4	-3	-2
# `C[C@H]1CN([C@@H](C)CO)C(=O)CCCn2cc(nn2)CO[C@@H]1CN(C)C(=O)c1ccc2ccn(C)c2c1` is listed as -2&-2	-3	0	0&-11	-4&-1	-6&-6	0&3
# `Cc1ccc2[nH]c(=O)c(N3CCOCC3)c(-c3ccccc3)c2c1` is listed as .	-1	27	-2	.	3	.
# `CCc1cccc(CC)c1NC(=O)COc1ccccc1C(=O)c1cc(C#N)c(=O)n(C2CCCCC2)c1` is listed as -1	.	.	-18	3	2	0
# `Cc1ccc(S(=O)(=O)N(C)C)cc1NC(=O)COC(=O)COc1ccccc1[N+](=O)[O-]` is listed as .	.	.	27	1	.	-4

# Other records:
SMILES,SIRT5 block,esBAF inh,C2C12 statin,LGR2 inh,CASP6 VEID inh,FN deposition inh,S100A4 inh HTS
Cc1ccc(NC(=O)CC2SC(=NC3CCCCC3)NC2=O)cc1 (stereo not given),.,.,.,.,1,4,14
CC1(C(=O)NS(=O)(=O)C2CC2)CCCN(C(=O)CSc2ccccc2)C1 (stereo not given),1,-3,1,16,0,-10,0
CC(=O)n1cc(C2C(=O)CC(C)(C)CC2=O)c2ccccc21,.,-4,3,.,.,6,.
CCOC(=O)c1ccc(CNC(=O)CSc2nnc(-c3ccncc3)o2)cc1,-3,-10,7,-8,-1,-5,5
C[C@@H]1CN([C@@H](C)CO)C(=O)c2cc(NC(=O)CCCN(C)C)ccc2O[C@@H](C)CCCCO[C@H]1CN(C)Cc1ccncc1,0,-1,26,-1,-4,11,3
CC(=O)Nc1nc(C)c(-c2csc(Nc3cccc([N+](=O)[O-])c3)n2)s1,.,3,-101,16,.,.,.
CN(C)CC#Cc1ccc([C@H]2[C@@H](CO)N3CCCCN(C(=O)C4CC4)C[C@@H]23)cc1,3,.,.,.,4,.,-6
CC(=O)N1CCc2ccc(S(=O)(=O)N3CCc4ccccc43)cc21,-4,.,.,23,-2,.,1
COC(=O)Cn1c2ccccc2c2nc3ccccc3nc21,-4,50*,-5,-39,0,6,-1
Cn1c(=O)c(=O)n(C)c2cc(S(=O)(=O)Nc3ccc(OC(F)(F)F)cc3)ccc21,0,2,23,15,0,.,-5
Cc1ccccc1N=C1C(=O)Nc2ccccc21,1,3,-2,-5,1,0,10
CCC1(C)Cc2ccccc2-c2nc(NN)[nH]c(=O)c21 (stereo not given),2,10,20,-31,-1,0,2
Cn1c(CSCc2ccc(Cl)c(Cl)c2)nnc1SCC(=O)Nc1nccs1,.,8,12,.,.,3,.
O=C(O)c1cc(S(=O)(=O)N(Cc2ccccc2)c2ccccc2Cl)ccc1Cl,-2,7,39,-1,1,2,-8
COC(=O)c1cn(C(=O)c2cc(C)cc(C)c2)c2ccccc12,-4,-8,10,0,1,7,-2
COc1cc(C(=O)NC(CCSC)C(=O)Nc2ccc(N3CCOCC3)cc2)cc(OC)c1OC (stereo not given),.,-5,-1,-25,-1,2,-6
